PG9 binder: binders of HIV-1 gp120 antibody PG9, primary screen, biochemical, TR-FRET; HIV-1 gp120 / PG9 antibody interaction; TR-FRET gp120-PG9 antibody binding; inhibition, % at 6.7 µM; actives 0.43% (n = 360,000); in the data active = inhibition above about 8.5%
SIAE inh: human SIAE inhibitors, primary screen, biochemical, fluorescence polarization, FP-Rh probe, 1536-well HTS; Sialate O-acetylesterase (Homo sapiens), Q9HAT2; actives 0.69% (n = 370,000); SIAE FP-Rh probe binding; AID 1053197, 2014; inhibition, % at 9.66 µM;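 active = inhibition above a cutoff: mean of compounds within the control limits plus 3 SD of those, cut at about 17% in these data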;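 also: 0% = plate median of compound wells and 100% = probe without SIAE protein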
LEDGF integ inh: blockers of LEDGF/p75-dependent integrase strand transfer – biochemical, TR-FRET, high throughput, primary screen; HIV-1 integrase (with human LEDGF/p75); TR-FRET IN-LEDGF/p75 DNA integration, Eu/Cy5; inhibition, % at 3.7 µM; actives 0.64% (n = 370,000); AID 743269, 2014;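 active = inhibition above the screen-wide mean plus 3 SD, cut at about 13% in these data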;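 also: signal is the Cy5 over europium emission ratio at 671 and 618 nm; 0% = plate median of compound wells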
UHRF1 binding: UHRF1 methylated DNA binding inhibitors, primary screen, counter-screen for MBD2 inhibitor project, biochemical, TR-FRET, human UHRF1, single concentration | UHRF1 binding to methylated oligo | inhibition, % at 4.4 µM | actives 0.75% (n = 370,000) | E3 ubiquitin-protein ligase UHRF1 (Homo sapiens), Q96T88; in the data active = inhibition above about 21%;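 also: UHRF1 SRA domain binding a hemimethylated CpG hairpin DNA probe; 0% = median of test compound wells and 100% = reference inhibitor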
Tn7 DDE FP: inhibitors of Tn7 peptide binding to fibrin DD(E), primary screen, biochemical, fluorescence polarization, human fibrin, Tn7 probe; FP displacement of FITC-Tn7 peptide from fibrin DD(E); 0% = median of compound wells per plate; inhibition, % at 8.3 µM; actives 0.13% (n = 370,000); AID 720508, 2013;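 active = inhibition above the mean of compounds falling within the control limits plus 3 SD of them, cut at about 14% in these data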;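 also: 0% = plate median of compound wells and 100% = 10 µM Aha-Tn7 peptide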
Target sequence (P02675 whole entry, looked up): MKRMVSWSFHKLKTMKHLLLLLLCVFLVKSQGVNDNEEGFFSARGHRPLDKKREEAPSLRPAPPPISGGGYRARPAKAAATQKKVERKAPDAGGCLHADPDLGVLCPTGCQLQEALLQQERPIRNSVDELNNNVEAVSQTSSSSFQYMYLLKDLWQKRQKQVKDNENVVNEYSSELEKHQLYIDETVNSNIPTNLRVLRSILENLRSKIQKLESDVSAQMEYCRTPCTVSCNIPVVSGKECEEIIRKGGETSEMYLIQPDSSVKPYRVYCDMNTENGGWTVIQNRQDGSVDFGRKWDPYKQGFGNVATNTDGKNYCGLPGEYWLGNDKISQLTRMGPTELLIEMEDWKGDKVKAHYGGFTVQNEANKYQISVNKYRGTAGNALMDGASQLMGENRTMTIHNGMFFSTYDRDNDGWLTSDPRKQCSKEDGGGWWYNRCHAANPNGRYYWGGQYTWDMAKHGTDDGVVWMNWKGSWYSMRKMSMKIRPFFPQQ
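Test system: human clot-derived fibrin DD(E) complex / Quantity: 2 µM final DD(E) protein / Incubation: 10 min plus 3 h, room temperature / Measured by: fluorescence polarization / Benchmarks: high control of 10 µM Aha-Tn7 peptide / Replicates: singlicate testing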
TDP2 inh: human TDP2 enzyme inhibitors, primary screen, biochemical, epi absorbance, recombinant enzyme; Tyrosyl-DNA phosphodiesterase 2 (Homo sapiens), O95551; T5PNP hydrolysis, p-nitrophenol absorbance 415 nm; inhibition, % at 12.8 µM; actives 0.34% (n = 370,000); AID 720702, 2013;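 active = inhibition above the mean of all tested compounds plus 3 SD, set per campaign, cut at about 25% in these data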;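 also: 0% = DMSO with enzyme and 100% = buffer with substrate but no TDP2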
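Test system: Human TDP2 enzyme | Reagent: 5 mM T5PNP | Compound dosing: 12.8 µM single point, 1% DMSO | Incubation: Enzyme reaction with compound for 2 h at 37 °C | Technique: p-Nitrophenol epi absorbance | Read-out: % inhibition relative to enzyme-containing and enzyme-free wells | Benchmarks: High control without enzyme, low control DMSO plus TDP2 | Replicates: Singlicate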
PRMT1 inh: PRMT1 methyltransferase inhibitors, primary screen, biochemical, fluorescence polarization | inhibition, % at 2.79 µM | actives 1.3% (n = 370,000) | Protein arginine N-methyltransferase 1 (Homo sapiens), Q99873 | recombinant PRMT1, activity-based probe fluorescence polarization | AID 652257, 2013;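 active = inhibition above about 21% made by adding two undisclosed values, limit read from the data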
Target sequence (Q99873 whole entry, looked up): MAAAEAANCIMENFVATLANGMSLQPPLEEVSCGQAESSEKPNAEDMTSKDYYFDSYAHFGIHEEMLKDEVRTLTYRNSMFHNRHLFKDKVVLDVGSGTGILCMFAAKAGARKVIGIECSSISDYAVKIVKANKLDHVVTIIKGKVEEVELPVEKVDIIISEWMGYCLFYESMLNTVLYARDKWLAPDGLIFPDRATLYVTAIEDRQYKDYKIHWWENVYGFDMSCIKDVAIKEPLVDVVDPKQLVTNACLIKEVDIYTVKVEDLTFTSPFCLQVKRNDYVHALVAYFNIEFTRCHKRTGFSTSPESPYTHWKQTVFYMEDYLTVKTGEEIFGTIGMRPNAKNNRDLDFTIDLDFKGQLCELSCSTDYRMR
mABHD4 FP: ABHD4 inhibitors, primary screen, biochemical, fluorescence polarization, mouse; (Lyso)-N-acylphosphatidylethanolamine lipase (Mus musculus), Q8VD66; purified mABHD4, FP-Rh probe fluorescence polarization; inhibition, % at 8.92 µM; actives 0.54% (n = 370,000);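 active = inhibition exceeding the mean over every tested compound plus 3 SD, cut at about 30% in these data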;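 also: 0% = plate median of compound wells and 100% = S159A mutant with DMSO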
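system = mouse ABHD4 enzyme, wild type | medium = HEPES pH 7.0, NaCl, Pluronic buffer | also added = FP-Rh probe | incubation = Enzyme–compound pre-incubation 45 min, then probe 60 min, both 25 °C | technique = fluorescence polarization, excitation 525 nm, emission 598 nm, BODIPY TMR filters | controls = S159A mutant high control, sample median low control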
TCR-CD3 inh: inhibitors of human TCR-CD3 interaction, primary screen, biochemical, fluorescence, TAMRA-labeled TCR probe | inhibition, % at 9.4 µM | actives 0.37% (n = 360,000) | T-cell receptor (TCR); in the data active = inhibition above about 19%;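 also: recombinant mutant TCR 2C K166C tagged with TAMRA read by polarization; 0% = receptor in buffer alone and 100% = receptor with positive control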
HTRA1 inh: HTRA1 serine protease inhibitors, primary screen, biochemical, fluorescence polarization, HTS | recombinant HTRA1, FP-rhodamine activity-based probe | Q92743 | AID 504803, 2011 | inhibition, % at 5.96 µM | actives 0.5% (n = 340,000); in the data active = inhibition above about 36%;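 also: 0% = enzyme with DMSO and 100% = wells lacking enzyme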
Active calls of the source: *; . = no result given.

SMILES	PG9 binder	SIAE inh	LEDGF integ inh	UHRF1 binding	Tn7 DDE FP	TDP2 inh	PRMT1 inh	mABHD4 FP	TCR-CD3 inh	HTRA1 inh
N#Cc1c(NC(=O)CSc2ncn[nH]2)sc2c1CCCC2	-1.8	5.7	4.6	-0.1	-7.1	-10.7	0.7	-1.9	3.0	-11.5
CCOC(=O)c1c(NC(=O)OC)sc2c1CCC2	1.4	-0.1	1.2	-2.2	4.9	7.6	0.1	-2.7	-5.1	-4.4
O=C(Nc1cccnc1Cl)c1cc(-c2ccc(Cl)cc2)on1	0.7	5.4	2.6	-0.4	-1.9	-4.3	-1.7	-3.8	1.3	-4.2
Cc1cccc(OC2(c3ccccc3)OC(=O)c3ccccc32)c1C (centres undefined)	3.9	-6.9	-3.0	-1.5	3.2	-6.5	-2.2	-16.7	1.4	-31.9
CCOC(=O)CCCNC(=O)CN1C(=O)NC(c2ccccc2)(c2ccccc2)C1=O	1.8	-1.2	-7.0	-2.1	5.3	0.2	2.7	1.5	-6.8	-0.6
O=C(NCCN1CCCC1)c1cc(-c2ccncc2)nc2ccc(S(=O)(=O)N3CCOCC3)cc12	0.5	-5.0	2.2	-0.4	-4.4	-5.2	0.1	0.9	1.0	0.3
COc1ccccc1NC(=O)CCN1CCN(c2ccc(Cl)cc2)CC1	-1.6	2.4	-0.4	0.5	0.1	-6.3	1.9	-2.8	1.9	-1.2
O=C(/C=C/C=C/c1ccccc1)CC1(O)C(=O)N(CCc2ccccc2)c2ccccc21 (centres undefined)	1.2	-6.3	1.0	-0.5	-12.4	-9.8	-0.4	-18.7	-0.9	-91.8
CN(C)c1ccc(C(CNS(=O)(=O)c2ccc([N+](=O)[O-])cc2)N2CCCC2)cc1 (centres undefined)	0.2	7.8	-0.6	-3.6	8.4	-3.1	-6.4	3.7	-0.6	-1.2
O=C(Nc1cccc(F)c1)N1CCCC(CNS(=O)(=O)Cc2ccccc2)C1 (centres undefined)	-2.0	2.3	-1.1	4.3	-5.8	-7.5	-4.0	2.5	-12.2	5.7
Cc1ccccc1-c1nc(CS(=O)CC(=O)NC2CC2)c(C)o1 (centres undefined)	-1.9	-6.0	4.6	-1.4	-0.3	-12.1	-2.4	-9.4	-1.6	-2.0
C#CCOCCOCCOCCNc1nc(N2CCN(C(=O)C(Cc3ccc(O)cc3)n3cc(C(N)C(C)CC)nn3)CC2)nc(N2CCN(C(=O)C(Cc3ccc(O)cc3)n3cc(C(N)C(C)CC)nn3)CC2)n1 (centres undefined)	-0.1	2.3	0.6	4.0	-4.0	9.6	1.0	-1.1	7.7	-5.5
Cc1nc(N2CCN(Cc3ccc4c(c3)OCO4)CC2)c2cc(-c3ccccc3)sc2n1	-0.5	-6.3	-4.5	0.9	-4.2	-13.8	0.5	1.0	-2.0	-53.5
Cc1cccc(NC(=O)Nc2ccc(Cl)cc2)n1	-1.1	-8.2	-2.7	2.7	1.5	13.0	6.3	0.2	-6.8	-0.5
Cc1nnc(SCC(=O)Nc2ccc(Cl)cn2)n1Cc1ccccc1	-1.3	-1.8	16.2*	-1.1	-2.0	0.9	1.9	-1.0	4.9	1.6
CCOC(=O)CCc1nn(C)c(=O)c2ccccc12	2.1	1.9	0.7	-0.3	-11.7	-5.7	0.3	-1.2	-1.2	2.1
CCCCCCCCN1C(=O)[C@H](CC(=O)NCc2cccs2)C[C@@]2(C(=O)OC)CCCCC=C12	0.1	3.5	-0.2	-2.5	4.2	-0.1	-1.2	-10.8	-1.6	.
O=C(CSc1nnc2sc3ccccc3n12)NCc1ccc2c(c1)OCO2	0.1	0.5	-4.0	-1.9	6.3	5.5	-0.1	3.7	5.8	-4.5
CC(C)(C)NC(=O)CSc1nc(Cc2ccccc2)nc2ccccc12	1.6	-1.8	-4.0	-1.2	-4.3	12.9	2.7	0.3	-1.6	-23.3
O=C(c1ccc(Cn2c(=S)[nH]c3ccc(N4CCOCC4)cc3c2=O)cc1)N1CCN(c2ccc(F)cc2)CC1	0.7	15.7	5.0	-2.8	2.4	2.0	-0.8	1.9	3.5	7.6
COc1ccc(CCNC(=O)C(=O)NCC2CCCN2S(=O)(=O)c2cccs2)cc1OC (centres undefined)	-1.5	-3.5	3.0	0.6	-2.0	8.3	-4.3	-2.2	1.1	-2.9
Fc1ccc(NC(=S)N2CCN(c3cccc(C(F)(F)F)c3)CC2)cc1	-0.8	1.7	-1.2	1.4	-0.9	-4.0	5.2	3.2	2.2	-8.9
O=C(Nc1cccc(C(F)(F)F)c1)c1ccc2sc([C@H]3C[C@H](O)[C@@H](CO)O3)nc2c1	3.9	-13.0	3.7	8.7	1.3	-0.6	1.8	-28.6	-6.1	.
O=C(Cn1nc(-c2ccccc2)c2ccccc2c1=O)Nc1ccc(O)cc1	-0.8	-8.3	-1.2	2.8	4.6	13.2	1.9	-0.5	-0.7	2.5
CCN(CC)c1ccc(/C=N/NC(=S)NCc2ccccc2)c(O)c1	-3.7	10.4	-1.7	-1.8	2.2	-7.6	-0.3	28.7	-5.8	24.4
Nc1ccn([C@@H]2O[C@H](C(=O)N3CCN(CCO)CC3)[C@@H](O)[C@H]2O)c(=O)n1	-3.3	1.0	2.5	3.9	-5.1	-1.0	-1.2	-2.0	1.5	.
COc1ccc(C(=O)NCCN2CCOCC2)cc1OC	1.8	-0.8	-1.9	-1.6	0.5	2.7	-3.4	4.6	3.4	3.5
CC1CCN(C(=O)c2cc3ccccc3c(=O)o2)CC1	-0.5	2.6	-0.8	1.9	-0.6	10.3	0.9	-0.1	-0.1	6.8
O=C(Nc1ccccc1)N(Cc1ccccc1)C1=NCCS1	-0.4	0.8	0.1	-1.8	6.1	14.4	-2.8	-2.2	0.0	1.4
COc1ccccc1CN1CC(C(=O)NCCSc2nnnn2C)CCC1=O (centres undefined)	-1.3	-3.5	6.2	-2.7	-5.3	-2.6	-2.6	2.5	7.5	4.7
CN(CC(=O)Nc1ccccc1Br)C(=O)CCc1ccccc1	-0.5	1.6	2.7	1.6	-5.0	-23.2	-8.6	-9.1	-7.1	5.8
CCCN1C(=O)/C(=C/c2ccc3c(c2)OCO3)NC1=S	-2.0	0.3	-1.5	-0.8	3.8	-4.7	4.3	4.4	0.5	-8.1
Cc1cc(OCC[N+]2(C)CCCCC2)nc2ccccc12	0.4	1.5	-1.6	1.0	1.2	-4.9	-1.1	4.8	3.2	1.2
C=CCSc1nnc(NC(=O)COc2ccccc2)s1	0.4	6.0	-1.8	0.2	-3.2	9.1	-2.0	-3.3	-1.4	-1.5
O=C([C@H]1O[C@@H](n2ccc(=O)[nH]c2=O)[C@H](O)[C@@H]1O)N(CCC1=CCCCC1)CC1CC1	1.2	-0.4	-4.6	-2.0	0.4	4.8	-4.6	-4.1	1.6	.
Cc1ccc(S(=O)(=O)Nc2cc3c(C(=O)Nc4ccccc4)c(C)oc3c3ccccc23)cc1	-2.3	-27.1	-1.2	2.0	-4.4	9.1	4.1	-54.5	0.0	-17.0
CC1CCc2nc3ccc(S(=O)(=O)N4CCC(C(=O)N5CCCCC5)CC4)cc3c(C(=O)O)c2C1 (centres undefined)	-0.8	-6.5	5.3	3.8	-3.9	-14.5	-1.2	-0.2	6.3	8.4
CS(=O)(=O)N1CCN(c2ccccc2NC(=O)c2ccc(Cl)cc2)CC1	0.5	-2.4	0.9	6.0	-4.1	1.7	3.5	4.7	-1.7	4.0
OC[C@@H]1CN(Cc2ccncc2)C[C@H](n2cnc3c(NC4CCCC4)ncnc32)O1	4.5	0.1	-1.1	-0.6	8.1	-9.3	2.2	-2.4	-7.0	.
CC(=O)c1sc(N/N=C\c2ccc(C)cc2)nc1C	-3.9	8.6	4.1	-3.4	1.9	-5.2	2.3	14.4	2.4	3.1

Grouped by structure, the compounds so far containing a CF3 group (2)
SMILES	PG9 binder	SIAE inh	LEDGF integ inh	UHRF1 binding	Tn7 DDE FP	TDP2 inh	PRMT1 inh	mABHD4 FP	TCR-CD3 inh	HTRA1 inh
Fc1ccc(NC(=S)N2CCN(c3cccc(C(F)(F)F)c3)CC2)cc1	-0.8	1.7	-1.2	1.4	-0.9	-4.0	5.2	3.2	2.2	-8.9
O=C(Nc1cccc(C(F)(F)F)c1)c1ccc2sc([C@H]3C[C@H](O)[C@@H](CO)O3)nc2c1	3.9	-13.0	3.7	8.7	1.3	-0.6	1.8	-28.6	-6.1	.

Going on with the list:
SMILES	PG9 binder	SIAE inh	LEDGF integ inh	UHRF1 binding	Tn7 DDE FP	TDP2 inh	PRMT1 inh	mABHD4 FP	TCR-CD3 inh	HTRA1 inh
CCNC(=O)CC1C(=O)N(c2ccc(OC)cc2)C(=O)N1CCOC (centres undefined)	-0.9	1.8	2.7	3.6	1.3	-3.1	-2.3	-3.6	2.1	1.2
O=C(NNC(=O)c1ccc([N+](=O)[O-])cc1C(=O)O)c1ccncc1	0.9	7.0	-0.8	-1.9	1.0	22.1	-0.9	1.7	-6.3	3.2
COc1cccc(/C=N/n2c(N)c(S(=O)(=O)c3cccs3)c3nc4ccccc4nc32)c1OC	-0.5	-2.8	0.5	5.1	-5.2	-2.0	0.0	-4.4	-6.7	-5.3
O=C(CCNC(=O)Cn1cnc2ccccc2c1=O)NCCC1=CCCCC1	-1.8	1.6	-0.4	-1.6	5.9	6.2	-1.7	-9.2	14.9	-1.4
O=C(CNCc1cccs1)NC12CC3CC(CC(C3)C1)C2	0.8	-3.3	-0.3	-0.2	3.7	-4.3	-0.5	8.9	5.5	6.3
Cn1c(=O)cc(SCC(=O)NCC2COc3ccccc3O2)c2ccccc21 (centres undefined)	-0.4	4.7	0.2	1.1	10.5	2.4	1.8	5.8	1.0	2.5
CCOc1ccc(CCNC(=O)c2cccc(NC3=NC4CS(=O)(=O)CC4S3)c2)cc1OCC (centres undefined)	-0.8	-5.1	6.0	0.6	-4.4	-12.2	-2.5	-5.9	-0.7	-1.1
O=C(NCCSc1c[nH]c2ccccc12)c1ccc(Br)o1	-0.1	1.7	2.2	-1.0	-8.3	-7.7	0.0	3.6	1.5	-3.1
CCOc1ccc(S(=O)(=O)NCCC(=O)NC2CCCCC2)cc1	-0.1	0.4	0.6	-3.1	2.9	19.1	-2.7	0.3	-1.9	5.0
